Assay outcomes (PubChem BioAssay)
SIAH1 antagonists: blockers of Siah-1 interaction with plectin peptide – biochemical, fluorescence polarization, rhodamine-plectin, uHTS, primary screen (AID 1817); Siah-1 / rhodamine-plectin peptide fluorescence polarization; higher % means a stronger effect; displacement, % at 20 µM; hits with a dose series show IC50 in µM; hit rate 0.02% among 290,000;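 active means displacement of at least 50% at 20 µM, with a fluorescence ratio check between 0.3 and a set limit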;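 further: plate controls were Siah plus tracer with DMSO for no effect and tracer alone without Siah for full effect; strong numbers were not always called active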
GPR35 arrestin U2OS: GPR35 antagonists blocking zaprinast-driven arrestin recruitment, primary screen, imaging, U2OS, beta-arrestin-GFP, zaprinast agonist (AID 2058) | U2OS GPR35 beta-arrestin-GFP translocation imaging, zaprinast antagonism; higher % means a stronger effect | inhibition, % at 10 µM; hits with a dose series show IC50 in µM | hit rate 0.052% among 290,000;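 active means inhibition of at least 50% with at least 30 cells and total cytoplasm GFP at most 10,000,000; inconclusive means under 30 cells or total GFP of 10,000,000 plus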
NTR1 ag: NTR1-driven beta-arrestin-GFP spot formation – imaging, U2OS cells, high content, primary screen (AID 493036) | P30989 | agonist mode | activation, % at 20 µM | hit rate 0.17% among 330,000;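 active means activation at or above 40% of the spot to cytoplasm intensity ratio, with at least 20 cells analyzed; inconclusive means wells under 20 cells, flagged as cytotoxic or low count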;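 further: 0% = DMSO without peptide and 100% = 100 nM NTR1 peptide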
Target sequence (P30989 whole entry, looked up): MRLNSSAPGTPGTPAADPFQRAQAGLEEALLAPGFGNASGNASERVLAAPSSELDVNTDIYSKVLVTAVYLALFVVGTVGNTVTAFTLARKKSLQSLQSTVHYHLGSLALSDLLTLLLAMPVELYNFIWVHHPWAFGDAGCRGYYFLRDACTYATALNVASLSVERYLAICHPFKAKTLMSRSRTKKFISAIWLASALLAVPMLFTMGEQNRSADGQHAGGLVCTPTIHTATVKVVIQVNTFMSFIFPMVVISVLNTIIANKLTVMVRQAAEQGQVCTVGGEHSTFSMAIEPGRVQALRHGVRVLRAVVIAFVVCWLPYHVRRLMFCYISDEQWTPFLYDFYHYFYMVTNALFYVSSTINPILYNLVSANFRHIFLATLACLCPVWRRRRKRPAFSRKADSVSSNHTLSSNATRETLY
GPR55 activation: GPR55 agonists via beta-arrestin recruitment, primary screen, imaging, U2OS cells, beta-arrestin-GFP redistribution (AID 1961); U2OS GPR55 beta-arrestin-GFP redistribution imaging; higher % means a stronger effect; one-dose activation, % at 10 µM; EC50 in µM for titrated hits; hit rate 0.048% among 290,000;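 active means activation above 40% with more than 50 cells counted in the well; inconclusive means wells holding fewer than 50 cells, flagged as toxic or sparse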;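 further: U2OS osteosarcoma cells stably expressing GPR55 and beta-arrestin-GFP; plate controls were DMSO negative control for no effect and LPI positive control for full effect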
GPR55 antagonists: GPR55 antagonists blocking LPI-driven arrestin recruitment, primary screen, imaging, U2OS, beta-arrestin-GFP, LPI agonist (AID 2013) | U2OS GPR55 beta-arrestin-GFP translocation imaging, LPI antagonism; higher % means a stronger effect | inhibition, % at 10 µM, or IC50 in µM where a hit was titrated | hit rate 0.13% among 290,000;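 active means spots per cell inhibited over 60%, with over 100 cells counted and total cytoplasm intensity under 500,000; inconclusive means wells with under 100 cells, flagged as likely toxic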;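 further: U2OS cells stably carrying GPR55 and arrestin-GFP stimulated by 5 µM LPI near EC80; imaged beta-arrestin-GFP aggregate spots per cell after agonist stimulation; plate controls were LPI-stimulated DMSO wells for no effect and DMSO wells without LPI for full effect; some results filed as inactive read as strong as hits; confirmed hits need IC50 under 10 µM and bright autofluorescent wells are also inconclusive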
NS5 inhibitors: Dengue-2 NS5 methyltransferase inhibitors, primary screen, biochemical, confirmation dose response (AID 588689) | hit rate 0.3% among 340,000 | Dengue-2 NS5 methyltransferase capping enzyme assay, biochemical; higher % means a stronger effect | inhibition, % at 25 µM, or IC50 in µM where a hit was titrated; in the data active means a potency from the dose series; inconclusive means inhibition above about 29% without an active follow-up result
UTI89 phage lysis: inhibition of K1F phage lysis, E. coli UTI89, bacterial capsule biogenesis inhibitors, alamar blue (AID 488966); E. coli UTI89 K1F phage lysis, alamar blue, 2 h; higher % means a stronger effect; hit rate 0.02% among 340,000; inhibition, % at 100 µM; hits with a dose series show IC50 in µM;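 active means phage lysis inhibition, versus mean bacterial control, above a set limit; inconclusive means no clear call, values can overlap the other calls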;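 further: capsule biogenesis inhibitors block K1F phage lysis so surviving cells raise fluorescence; higher fluorescence means more inhibition of phage lysis; actives were called in the ten point dose series up to 300 µM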
AID2073: disruptors of CaV2.2 binding to Mint1 – biochemical, HTRF (AID 2073). HTRF protein-protein interaction, Mint1-CaV2.2; higher % means a stronger effect. one-dose inhibition, % at 20 µM; IC50 in µM for titrated hits. hit rate 0.19% among 290,000; in the data active means inhibition mostly above about 51%, no sharp cut-off; inconclusive means no clear call, values can overlap the other calls; inactive means mostly below about 53%; further: some results filed as inactive read as strong as hits
HIV fusion peptide: inhibitors of HIV fusion peptide binding, primary screen, biochemical, uHTS, fluorescence dequenching (AID 1986); cell-free peptide binding, fluorescence dequenching, 30 min; higher % means a stronger effect; one-dose inhibition, % at 20 µM; IC50 in µM for titrated hits; hit rate 0.3% among 290,000; in the data active means inhibition mostly above about 52%, no sharp cut-off; inactive means mostly below about 76%; further: some results filed as inactive read as strong as hits
NTR1 ag cell count 20 µM: further read-out of NTR1 ag, marked with its call; cell count; measured here: cell count, cytotoxicity flag
NS5 inhibitors pilot replicate: also measured in NS5 inhibitors; calls as there; inhibition, %; measured here: pilot screen replicate inhibition
Numbers without * were called inactive; ? = inconclusive; nt = not tested or not shown; [ ] = remark or other dose.

SMILES	SIAH1 antagonists	GPR35 arrestin U2OS	NTR1 ag	NTR1 ag cell count 20 µM	GPR55 activation	GPR55 antagonists	NS5 inhibitors	UTI89 phage lysis	AID2073	HIV fusion peptide	others
N#C/C(=C(/O)COC(=O)CSc1ccc2ccccc2c1)c1nc2ccccc2[nH]1	1%	3%	0.4	67	-0.1%	-2%	3%	-0.3%	10%	4.8%
CC(C)=CC(=O)OCC(=O)Nc1ccccc1Cl	-5%	20%	-0.8	46	0.3%	4%	1%	0.3%	1%	-0.1%
O=C(Nc1cccc(NC(=O)c2cncc(Br)c2)c1)c1cncc(Br)c1	12%	-4%	1.4	80	-0.2%	-15%	2%	0.0%	8%	0.6%	NS5 inhibitors pilot replicate=1.8
Cc1sc2nc(SCC(=O)NCc3ccco3)n(C)c(=O)c2c1C	0%	26%	0.8	50	-0.3%	12%	-7%	0.9%	3%	-4.3%
CSc1cccc(NC(=S)Nc2ccc(F)cc2)c1	10%	0%	-0.1	42	-0.1%	3%	2%	-0.7%	-21%	-1.6%
CC(C)NC(=O)c1cccc(Br)c1	-1%	-5%	-0.9	54	-0.1%	6%	-2%	0.3%	-4%	-2.2%
Nc1nc2c(s1)CCc1c-2cnn1-c1ccccc1	-8%	14%	-2.5	68	0.0%	3%	?	-0.5%	7%	0.4%
CCOc1cc(C(=O)Nc2ccc(S(=O)(=O)N3CCOCC3)cc2)cc(OCC)c1OCC	1%	9%	0.1	39	0.4%	0%	-4%	1.0%	4%	4.8%
CCN(CC)CC(=O)NC12CC3CC(CC(C3)C1)C2	6%	6%	0.5	30	-0.2%	2%	-5%	0.2%	4%	-0.4%
Cc1ccc2c(c1)N(S(=O)(=O)c1ccc(CN3C(=O)c4cccnc4C3=O)cc1)CCO2	-2%	-1%	-0.8	61	-0.2%	-20%	-5%	0.1%	24%	-0.7%
CC(C)CC(NC(=O)C1CCC(=O)N1)C(=O)NC(CC(C)C)C(=O)N1CCCC1C(N)=O (stereo unspecified)	3%	-1%	0.8	58	-0.1%	4%	-1%	0.1%	15%	0.7%
CCC(C)NC(=O)Cn1cc(S(=O)(=O)N2CCCC2)c(S(=O)(=O)N2CCCC2)c1 (stereo unspecified)	-3%	-1%	0.4	62	-0.2%	-1%	-5%	-0.4%	4%	1.0%
COc1cccc(CNC(=O)CCNC(=O)Cn2ccc3ccccc3c2=O)c1	8%	7%	0.7	93	-0.1%	19%	-8%	0.9%	3%	-2.0%
COc1cc2[nH]c(=O)c(C(=O)NCCCN3CCOCC3)c(O)c2cc1OC	1%	7%	1.8	33	0.8%	2%	-4%	-3.5%	9%	4.6%
CC1CC(C)(C)CC2(C1)NC(=O)N(CC(=O)NCCc1ccc3c(c1)OCCO3)C2=O (stereo unspecified)	4%	-1%	0.2	44	-0.5%	14%	-8%	-0.2%	0%	-0.1%
CC(=O)Nc1ccc(OC(=O)c2cc3cc(Br)cc(Br)c3oc2=O)cc1	4%	11%	nt	nt	0.4%	10%	nt	nt	-2%	31%
CCN(CC)CCCNc1nc2ccccc2c2nc(-c3ccncc3)nn12	10%	18%	-0.3	77	-0.1%	6%	-7%	-0.1%	5%	-1.8%
COc1ccccc1NC(=O)c1cc(C)nc2ccccc12	1%	-13%	-0.7	72	0.1%	-5%	-2%	0.3%	1%	-0.6%
COc1ccc(OC)c(NC(=O)C2CCCN(S(=O)(=O)c3ccc(-n4cnnn4)cc3)C2)c1 (stereo unspecified)	1%	-2%	-0.7	43	0.1%	-5%	-8%	0.1%	1%	0.8%
O=C(Cc1ccccc1F)Nc1ccccc1N1CCCC1	-6%	5%	0.3	66	0.0%	-1%	-3%	-0.2%	-4%	-1.8%
CCOC(=O)CN1CC23C=CC(O2)C(C(=O)NCCc2ccccc2)C3C1=O (stereo unspecified)	-4%	-6%	3.4	71	-0.1%	9%	20%	8.1%	-8%	-1.7%
CCN1CCN(CCC(=O)Nc2ccccc2)CC1	-1%	-3%	-0.6	55	-0.1%	4%	1%	-0.5%	8%	1.4%
CN(C(=O)c1ccc2c(c1)OCO2)C1(C(=O)NC2CCCC2)CCCCC1	0%	9%	4.9	76	0.3%	-3%	0%	5.1%	1%	-1.2%
COc1cc(C(=O)Nc2nnc(C3=COCCO3)o2)cc(OC)c1OC	5%	1%	1.1	58	0.0%	19%	4%	0.0%	7%	-1.0%
O=C(c1ccccc1)C1CCN(C(=O)c2cccs2)CC1	2%	-25%	0.9	44	-0.2%	1%	-2%	1.1%	18%	-1.8%
O=C(CNC(=O)c1ccc2c(c1)OCCO2)N/N=C/c1ccc(Cl)cc1	20%	-13%	-0.7	91	-0.6%	17%	2%	0.1%	-8%	-1.1%
CCC(=O)Nc1ccc2nc(SCC(=O)N3CCOCC3)sc2c1	3%	-4%	-0.7	62	0.0%	9%	7%	-0.1%	5%	0.6%
CC1Sc2ccc(S(=O)(=O)CCC(=O)N(C)Cc3ccco3)cc2NC1=O (stereo unspecified)	-7%	-2%	0.0	65	0.9%	0%	-8%	0.1%	4%	-1.1%
COc1ccc(NC(=O)C2CCCNC2=O)cc1 (stereo unspecified)	8%	-10%	0.1	94	-0.2%	-7%	-1%	2.6%[50 µM]	-14%	-0.9%
CCC(C)(C)n1nnnc1C(c1ccc(O)cc1)N1CCc2ccccc2C1 (stereo unspecified)	13%	1%	-1.1	48	0.1%	2%	-7%	-0.1%	8%	1.2%
COc1ccc(OCCN2C(=O)c3ccccc3C2=O)c([N+](=O)[O-])c1	-5%	0%	0.6	64	0.3%	-12%	-1%	-0.1%	7%	-1.3%
CO/N=C/NC(=O)c1c(OC)ccnc1Oc1ccc(Cl)cc1	0%	-2%	-0.8	34	-0.1%	9%	-6%	5.0%	-7%	-1.1%
CCCn1nnc(NC(=S)NC(=O)c2ccc(-c3ccc(Br)cc3)o2)n1	3%	-10%	2.0	43	0.7%	5%	-5%	-0.8%	-9%	-3.2%
N#CC1=C(N)OC2=C(C(=O)CC(c3ccccc3)C2)C1c1cccnc1 (stereo unspecified)	-1%	-2%	-0.4	49	0.6%	0%	-4%	4.9%	0%	0.0%
N#CCSc1nccc(-c2cc(Cl)sc2Cl)n1	-3%	2%	2.1	49	-0.1%	-8%	-2%	1.5%	11%	0.4%
N=c1c2c3c(sc2ncn1CCCO)CCCC3	0%	-1%	-0.5	40	-0.1%	-8%	-11%	0.1%	-3%	1.1%
CCc1cc(C(=O)c2ccc(OC)cc2)c(NC(=O)CN2CCCC2)s1	-5%	8%	3.4	62	0.3%	-4%	2%	0.5%	-1%	-0.1%
Cc1ccc2[nH]c3c(=O)n(CC(=O)N4CCN(C)CC4)ncc3c2c1	-1%	-1%	0.2	61	-0.1%	11%	-5%	0.1%	8%	-1.9%
COc1ccccc1N1C(=O)C2C(C(=O)c3ccccc3)=NN(c3ccccc3)C2C1=O (stereo unspecified)	0%	0%	0.7	50	-0.1%	4%	-12%	-1.1%	?	72%
Nc1nncn1C(=O)c1cc(Br)ccc1Cl	5%	1%	3.7	82	0.7%	14%	-15%	-0.6%	-2%	2.2%
CCN(C(=O)COc1cccnc1[N+](=O)[O-])C1CCS(=O)(=O)C1 (stereo unspecified)	5%	-9%	2.0	35	-0.3%	0%	-8%	1.9%	-1%	1.4%
Cc1[nH]nc2nc(SCC(=O)NC3CCCCC3)n(-c3ccc(Br)cc3)c(=N)c12	-2%	-20%	2.7	69	0.2%	-3%	-3%	0.2%	22%	0.9%
COc1cccc(NS(=O)(=O)c2ccc3[nH]cc(C(=O)NC4CC4)c(=O)c3c2)c1	6%	9%	nt	nt	-0.2%	20%	-6%	-0.3%	-1%	4.5%
COc1ccc(NC(=O)COc2ccccc2Cc2ccccc2)cc1S(N)(=O)=O	0%	-13%	2.3	49	-0.2%	8%	-3%	-0.9%	2%	0.4%
Cc1ccc2nc(N/C(=N/S(=O)(=O)c3cccs3)c3ccccc3Cl)sc2c1	34%	-18%	-0.2	61	-0.4%	7%	22%	0.3%	89%	69%*
O=C1c2cccc3c(O)ccc(c23)C(=O)N1c1ccc(Cl)cc1	5%	21%	-3.0	84	-0.1%	16%	?	-0.2%	41%	165%
CC(=O)c1ccc(NC(=S)NCc2ccc(Cl)cc2Cl)cc1	12%	15%	11	36	-0.2%	10%	-9%	-0.5%	-2%	0.8%
CCN(CC)S(=O)(=O)c1ccc(NC2=NS(=O)(=O)c3ccccc32)cc1	1%	6%	0.9	51	0.0%	7%	-4%	0.2%	0%	4.7%
COc1cc([N+](=O)[O-])c2ncsc2c1	-2%	12%	1.5	60	-0.3%	11%	-9%	-4.9%	-11%	2.2%
COc1ccc(C2Nc3ccc4ccccc4c3-c3c2c(=O)oc2ccccc32)cc1 (stereo unspecified)	-6%	4%	2.9	67	0.0%	7%	-2%	0.0%	14%	0.9%
O=C(CS(=O)(=O)c1cn(CC(=O)N2CCOCC2)c2ccccc12)NCc1ccc(F)cc1	5%	-11%	-2.2	53	-0.1%	8%	-6%	0.2%	4%	-2.6%
Cc1ccc(N(C(=O)c2csnn2)C(C(=O)NC2CCCCC2)c2ccco2)cc1 (stereo unspecified)	0%	-3%	0.0	41	-0.1%	-3%	-2%	-0.1%	6%	-0.9%
CCN(CC)CCCN(C(=O)c1ccco1)c1nc(-c2ccc(C)cc2)cs1	8%	-13%	2.2	50	0.5%	8%	-7%	0.5%	8%	0.6%
Cc1ccc(O)c(C2=NNC(O)(C(F)(F)F)C2)c1 (stereo unspecified)	1%	2%	8.3	34	-0.1%	3%	3%	-0.4%	10%	-1.8%
COc1ccc(OC)c(-c2cc(C(=O)Nc3c(C)n(C)n(-c4ccccc4)c3=O)no2)c1	41%	5%	0.4	69	-0.1%	13%	3%	2.9%	8%	-2.4%
COc1ccc(N(CC(=O)N2CCN(c3ccc(F)cc3)CC2)S(=O)(=O)c2c(C)noc2C)cc1	1%	-14%	-0.3	73	-0.1%	14%	-9%	0.3%	5%	-0.2%
